Compound activity: PubChem BioAssay, several laboratories
hiPSC survival: enhancers of single-cell hiPSC survival, primary screen, ATPlite luminescence. 100% = ROCK inhibitor wells, 0% = DMSO. survival enhancement, % at 20 µM. hit rate 0.044% among 360,000; in the data active = survival enhancement above about 18%;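 also: cells exposed to compounds for 16 hours before the ATP read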
CaV13 ICDI inh: Disruptors of the CACNA1D IQ motif to Ca2+-dependent inactivation inhibitor domain association, primary screening, Förster resonance energy transfer in intact living … | HEK cells, CFP/YFP FRET ICDI-IQ, plate reader, 10 min; percent FRET-ratio fall versus neutral wells | inhibition, % at 12.3 µM | hit rate 0.098% among 340,000;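 active = mean replicate inhibition of at least 30% and at least 1% of replicates passing that level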;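 also: 0% = median of the neutral control wells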
MITF TRPM1 inh: inhibitors of MITF-dependent TRPM1 promoter reporter, primary screen, cell-based, SK-MEL-5, single point, luciferase; SK-MEL-5 TRPM1 promoter luciferase, 24 h; inhibition, % at 12.5 µM; hit rate 0.83% among 330,000;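 active = mean inhibition across replicates of 60% or more, whatever share of single replicates reaches that level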; also: values of inactives mirror those of a sister screen read the other way
PDI inh: inhibitors of human PDI, primary screen, biochemical, turbidity, single point, plate reader; Protein disulfide-isomerase (Homo sapiens), P07237; PDI insulin aggregation turbidity, A650, 90 min; inhibition, % at 10 µM; hit rate 0.052% among 350,000; AID 588391, 2011;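 active = mean inhibition across replicates of 30% or more, whatever share of single replicates reach that level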;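 also: absorbance from insulin aggregation driven by PDI reduction with DTT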
Target sequence (P07237 whole entry, looked up): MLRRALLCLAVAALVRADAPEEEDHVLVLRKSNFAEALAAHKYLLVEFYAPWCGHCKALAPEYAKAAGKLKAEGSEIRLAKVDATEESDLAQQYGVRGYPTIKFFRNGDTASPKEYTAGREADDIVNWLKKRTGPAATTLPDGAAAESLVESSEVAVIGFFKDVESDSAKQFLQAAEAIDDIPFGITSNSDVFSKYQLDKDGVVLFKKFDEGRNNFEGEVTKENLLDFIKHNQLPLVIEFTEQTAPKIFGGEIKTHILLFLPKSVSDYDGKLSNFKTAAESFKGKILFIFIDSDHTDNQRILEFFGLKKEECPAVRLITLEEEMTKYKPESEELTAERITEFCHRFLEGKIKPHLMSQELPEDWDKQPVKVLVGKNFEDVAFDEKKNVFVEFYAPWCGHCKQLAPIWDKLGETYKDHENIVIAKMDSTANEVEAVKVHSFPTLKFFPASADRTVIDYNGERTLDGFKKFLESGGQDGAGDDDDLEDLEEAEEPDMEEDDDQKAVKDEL
aDG glyco act: activators of alpha-DG glycosylation, primary screen, uHTS, Pro5-aDG cells, AlphaScreen | alpha-DG glycosylation AlphaScreen (IIH6); 0% Pro5, 100% B10-LARGE cell signal | activation, % at 10 µM | hit rate 0.22% among 360,000 | AID 624168, 2012;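 active = activation of at least 8% versus controls, or a plate z-score of at least 8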;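 also: Pro5 are CHO cells carrying HIG-tagged alpha-DG that lacks glycosylation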
Granule exo inh: LAMP-1 surface exposure blockers, TALL-104 cells – cell-based, flow cytometry, MLPCN library, primary screen | TALL-104 LAMP-1 surface exposure; cells stimulated with thapsigargin and PMA | inhibition, % at 10 µM | hit rate 0.66% among 360,000;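 active = inhibition above about 55%, limit read from the data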
HIF-2a inh: HIF-2a reporter inhibitors, primary screen, luminescence, 786-0 RCC cells | hit rate 0.72% among 360,000 | 786-0 RCC cells HIF-2a reporter, luciferase luminescence, overnight | inhibition, % at 18.8 µM;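 active = inhibition of the luminescence signal of 40% or more relative to plate controls, in a single-dose primary screen at 18.75 µM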
NR2E3 ag-1: NR2E3 agonists in two-hybrid cells, primary screen, cell-based, luminescence, CHO-S, Gal4-NCOR/VP16-NR2E3; hit rate 0.35% among 360,000; luciferase; AID 602229, 2012; Photoreceptor-specific nuclear receptor (Homo sapiens), Q9Y5X4; inhibition of corepressor binding, % at 3.98 µM;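 active = inhibition above the mean of all tested compounds plus 3 SD, cut at about 70% in these data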;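 also: 0% = DMSO with NR2E3 transfected cells and 100% = cells lacking NR2E3 construct; higher means lower luciferase signal from less NR2E3 corepressor binding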
Target sequence (Q9Y5X4 whole entry, looked up, the tested form may be a part): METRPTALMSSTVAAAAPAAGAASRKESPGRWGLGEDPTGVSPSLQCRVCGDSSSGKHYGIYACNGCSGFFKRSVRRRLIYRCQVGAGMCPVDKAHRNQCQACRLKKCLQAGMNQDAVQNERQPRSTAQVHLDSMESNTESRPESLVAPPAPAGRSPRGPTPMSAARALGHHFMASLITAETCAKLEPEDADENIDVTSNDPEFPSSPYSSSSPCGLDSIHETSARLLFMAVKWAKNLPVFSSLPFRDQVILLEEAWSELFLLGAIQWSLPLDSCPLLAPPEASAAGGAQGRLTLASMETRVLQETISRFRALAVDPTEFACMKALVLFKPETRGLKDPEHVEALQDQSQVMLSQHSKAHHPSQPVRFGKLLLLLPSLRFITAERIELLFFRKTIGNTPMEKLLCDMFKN
Peg3 promoter: Peg3 promoter-driven luciferase inhibitors, primary screen, cell-based, HeLa, luciferase luminescence | HeLa PEG-Prom luciferase reporter, overnight | inhibition, % at 20 µM | hit rate 1.7% among 360,000 | AID 588405, 2011;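 active = inhibition of at least 50% at 20 µM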
Vif imaging: HIV Vif self-association inhibitors, primary screen, imaging, HEK293T, single point; hit rate 0.35% among 340,000; HEK293T cells, Vif self-association by quenched fluorescence, 24 h; inhibition, % at 7.49 µM; AID 602346, 2012; in the data active = inhibition above about 50%, passing the limit was not always enough; also: some results filed as inactive read as strong as hits
NR2E3 ag-2: inhibitors of NR2E3-RetCOR corepressor binding, primary screen, NR2E3 agonist project, biochemical, TR-FRET, GST-NR2E3, biotin-RetCOR | Photoreceptor-specific nuclear receptor (Homo sapiens), Q9Y5X4 | 1536-well | inhibition of corepressor binding, % at 4.78 µM | hit rate 0.12% among 320,000 | AID 2300, 2010;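 active = percent inhibition above the cutoff of mean plus 3 SD of all tested compounds, set per screening campaign, cut at about 20% in these data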;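 also: 0% = DMSO wells and 100% = biotin wells as full block of FRET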
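Material: NR2E3–RetCOR corepressor complex | Quantity: 1.35 nM GST-tagged NR2E3 final | Schedule: 5 h at 4 °C | Replication: Singlicate compound wells | Reagent: RetCOR corepressor, biotinylated, 7 nM | Controls: Biotin wells as high control, 0.6% DMSO wells as low control | Signal: TR-FRET, Eu(K)-anti-GST donor, streptavidin-D2 acceptor, ex 340, em 617/671 nm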
Numbers without * were called inactive; . = not tested or not shown. Compounds were not picked by outcome, and some 3.5% of all compounds hit somewhere here.

smiles | NR2E3 ag-2 | hiPSC survival | CaV13 ICDI inh | Granule exo inh | aDG glyco act | NR2E3 ag-1 | MITF TRPM1 inh | PDI inh | Peg3 promoter | HIF-2a inh | Vif imaging
CC(C)Sc1nc(NCc2ccco2)c2c3c(sc2n1)COC(C)(C)C3 | 2 | -1.9 | -7 | 2 | 0.0 | -15 | -30 | 1 | -197 | -212 | 7
Cc1ccc2oc(=O)c(/C=C(\O)C(C)(C)C)nc2c1 | 4 | -0.7 | -2 | -2 | 0.9 | -6 | 10 | -3 | 3 | 9 | 0
Cc1onc(-c2c(F)cccc2Cl)c1C(=O)OCC(=O)c1c(N)n(C)c(=O)n(C)c1=O | -1 | -0.5 | -5 | 3 | -0.4 | -1 | 3 | 7 | 21 | 24 | -3
CC(=O)N1CCN(S(=O)(=O)c2c(C)n(C)c(=O)n(C)c2=O)CC1 | 3 | -0.3 | -5 | 1 | -0.4 | -5 | -20 | -9 | 21 | 13 | -1
Cc1cc2nc(/N=C(\N)NC(=O)C(C)C)nc(C)c2cc1C | -3 | -0.5 | -11 | 0 | 0.9 | -5 | 3 | 2 | 16 | -46 | -4
OC[C@@H]1CN(CCc2ccccc2)C[C@H](n2cnc3c(NCc4ccc(F)cc4)ncnc32)O1 | . | -0.8 | -11 | 11 | 0.4 | -6 | . | 0 | 13 | 15 | -10
Cc1ccc2nc(-c3ccccc3)oc(=O)c2c1 | 2 | -0.3 | -22 | -3 | 0.0 | -43 | . | -14 | -22 | -90 | -4
O=C(Nc1ccncc1)c1cc2ccccc2cc1O | 0 | -0.2 | -5 | 24 | 0.4 | -100 | -79 | 0 | -193 | -246 | .
COc1cccc(CNc2ccc(Br)cn2)c1O | -4 | -3.0 | -4 | 1 | 0.0 | -124 | -73 | -1 | -169 | -225 | -7
CN(CC(=O)Nc1ccc(N2CCOCC2)cc1)C(=O)CSc1ccc(Br)cc1 | 1 | 0.2 | . | -2 | -0.3 | -4 | -1 | -8 | 4 | 3 | -1
Cc1ccc(NC(=O)CCCC(=O)O)c(-c2nc3ccccc3[nH]c2=O)c1 | -5 | 1.1 | -7 | 0 | 0.1 | -23 | 17 | -31 | 16 | -8 | -4
CCO[C@@H]1OC(C(=O)NCc2ccccc2)=C[C@H](c2ccc(Br)cc2)[C@H]1CCCO | 3 | 5.6 | -9 | -3 | 0.4 | -19 | -15 | 0 | 10 | 18 | 3
Cn1c(=NC(=O)CS(=O)(=O)c2ccc(F)cc2)sc2ccccc21 | 2 | -0.4 | -4 | 43 | -0.1 | -19 | -13 | -5 | -93 | -90 | -4
O=C(NCc1ccc2c(c1)OCO2)c1n[nH]c(=O)c2ccccc12 | 0 | -1.2 | -7 | -2 | -0.2 | -12 | -11 | 16 | -1 | 9 | -2
O=C(CSc1nc2ccccc2s1)N1CCOCC1 | 0 | 0.6 | -7 | 0 | -0.3 | -34 | -40 | -2 | -79 | -102 | -18
CCOc1ccc(-n2c(C)nc3c(cnn3-c3ccc(Cl)cc3)c2=O)cc1 | . | -0.6 | . | 4 | 0.1 | -11 | 12 | 4 | 28 | 21 | .
O=C(Cc1ccccc1)NC1CCCCC1 | . | 0.4 | . | 2 | 0.0 | 5 | . | . | -4 | 9 | 7
Cc1cc(C)c2c(NC(=O)C3CC3)nn(C)c2n1 | 0 | 0.2 | 0 | 2 | -0.5 | -26 | -11 | 4 | 19 | 1 | 9
COCCNC(=O)c1c[nH]c2ccc(S(=O)(=O)N3CCC4(CC3)OCCO4)cc2c1=O | . | -1.7 | -5 | 2 | -0.3 | 4 | -11 | 11 | 9 | 14 | -5
CC(=NN(Cc1ccccc1)c1ccccc1)c1ccccc1 | . | -0.7 | -6 | -3 | -0.1 | -19 | -8 | -2 | -6 | -16 | 6
CCOC(=O)c1nc(N)c(=O)n(-c2ccccc2)n1 | -1 | -1.0 | -1 | -3 | -0.3 | -5 | -2 | 5 | -5 | 20 | .
Cc1cccc(N2CCN(C(=O)c3ccc(CNc4c(N5CCC(C)CC5)c(=O)c4=O)cc3)CC2C)c1 (configuration not stated) | 0 | -0.8 | 1 | 0 | 0.9 | 9 | 18 | -54 | 35 | 17 | -3
Cc1ccccc1C(=O)OC1CCCN(C)C1 (configuration not stated) | 0 | -0.7 | -3 | -5 | -0.1 | 12 | -3 | -1 | 10 | 16 | 0
CC1=NN(c2ccccc2)C(=O)/C1=C\N1CC(C)OC(C)C1 (configuration not stated) | 1 | 0.6 | -5 | -1 | -0.1 | 15 | 3 | 0 | -8 | 7 | 10
O=C(N/N=C/c1ccc(OCCCF)cc1)c1ccc(C(F)(F)F)cc1 | 3 | -0.5 | -4 | 3 | -0.1 | 20 | -4 | -4 | 7 | 5 | -2
Cn1c(=O)oc2cc(S(=O)(=O)Nc3ccc(Cl)cc3)ccc21 | 2 | 2.4 | 8 | -3 | 0.0 | 23 | -2 | 3 | 26 | 19 | -1
O=C(NNS(=O)(=O)c1ccccc1)c1cnn(-c2ccc(Cl)cc2)c1C(F)(F)F | -2 | -0.4 | -3 | -2 | 0.1 | -18 | -3 | 5 | 15 | 9 | -12
NC(=O)c1nsc(C(=O)N(c2cccc(F)c2)C(C(=O)NC2CCCC2)c2ccc(O)cc2)c1N (configuration not stated) | -7 | -0.6 | -3 | 15 | -0.1 | -14 | -8 | 5 | 5 | -4 | 91*
O=C1CC(c2ccc(F)cc2)Sc2nc(C34CC5CC(CC(C5)C3)C4)nn21 (configuration not stated) | -3 | 0.5 | -6 | 2 | -0.3 | 8 | -1 | -5 | 16 | 21 | 4
COc1ccc(Cl)cc1NC(=S)NCc1cccs1 | -4 | -0.5 | 1 | -6 | 0.1 | -7 | 11 | 15 | 22 | 20 | 2
CC(=O)N1N=C(c2ccc(C)c([N+](=O)[O-])c2)OC1(C)C | 0 | 1.7 | -4 | -3 | -0.1 | 6 | -9 | 5 | 7 | 15 | -5
O=C(CCNS(=O)(=O)c1ccc(Br)s1)NCc1ccccc1Cl | 1 | 0.8 | -6 | 4 | 0.5 | -43 | -1 | -13 | 13 | 13 | -3
COc1ccc(C2CC(=O)C(C=NCCN3CCN(C(=S)Nc4ccccc4)CC3)=C(O)C2)cc1OC (configuration not stated) | 1 | 0.2 | -4 | -1 | 0.0 | -2 | -2 | 5 | 18 | 2 | -5
CC(C)Oc1ccc(/C(O)=C2/C(=O)C(=O)N(CCN(C)C)C2c2cccs2)cc1 (configuration not stated) | -1 | -1.3 | -1 | 7 | -0.2 | -13 | -3 | -2 | -69 | -56 | 22
CCCCCOc1ccc(/C=N/NC(=O)c2nnn(-c3nonc3N)c2CN2CCCCCC2)cc1 | -2 | 4.6 | -1 | 0 | -0.2 | -18 | -6 | . | 5 | -7 | -7
O=C(NC1CCCC1)C(c1ccco1)N(Cc1ccccc1)C(=O)c1csnn1 (configuration not stated) | -2 | -2.4 | -5 | -1 | 0.0 | -12 | 3 | 3 | -5 | -27 | 11
Cc1ccc(-c2ccc(CCC(=O)O)n2CC2CCCO2)cc1 (configuration not stated) | 2 | 2.1 | -5 | 2 | 0.0 | -43 | -13 | 0 | 9 | 4 | 5
Cc1ccc(CNC(=O)C2CCCN(C(=O)N(C)C)C2)cc1 (configuration not stated) | -6 | 0.5 | -2 | 2 | 0.1 | -2 | 3 | 2 | 3 | 8 | -1
CCCCN1C(=O)C(=O)N(CC(=O)NC2CCCc3ccccc32)C1=O (configuration not stated) | 1 | -0.7 | -5 | -1 | -0.2 | -11 | 3 | 3 | -2 | 5 | -3
COc1ccc(CC(=O)NC2=NCCS2)cc1 | -1 | -0.2 | 0 | -1 | -0.1 | 1 | 6 | -3 | -3 | -4 | 24
COc1ccc(C[C@H]2CN3C(=NC[C@H]3Cc3ccccc3)N2CCNC(=O)c2ccc(C)c(Br)c2)cc1 | -2 | -4.9 | . | 25 | 0.5 | 36 | 58 | 17 | 95* | 5 | 4
COc1ccccc1-c1noc(CCCC(=O)NC2CCCC2)n1 | 2 | 0.0 | -21 | 5 | -0.1 | -23 | 14 | -5 | -7 | 15 | 20
COc1cccc2cc(CC(=O)c3ccccc3)c(=O)oc12 | 0 | 0.6 | -2 | 0 | 0.1 | -100 | . | 7 | -170 | -169 | -12
Fc1ccc(C2Nc3cccc4cccc(c34)N2)cc1 | 0 | -0.2 | -18 | 10 | 0.0 | -13 | -5 | -8 | 14 | 32 | 1
COc1ccc([C@H]2CC(=O)C=C(c3cc(Cl)cc(Cl)c3)C2)cc1 | -1 | -0.5 | -10 | -8 | -0.2 | 13 | -11 | 4 | 13 | -7 | 0
COc1ccc(CNCC(O)(c2ccc(F)cc2)c2ccc(F)cc2)cc1OC | 1 | 0.3 | -3 | 29 | 0.0 | 12 | . | 2 | -4 | 17 | -13
Oc1ccc(CN2CCCc3ccccc32)c2cccnc12 | -1 | -3.7 | . | 3 | -0.2 | -40 | 29 | 5 | 32 | -19 | 2
CS(=O)(=O)N1CCCC(C(=O)NCCCN2CCC(Cc3ccccc3)CC2)C1 (configuration not stated) | -1 | -0.7 | . | 0 | 0.4 | 5 | 10 | 1 | -1 | -1 | .
Cc1c(C(=O)NCc2ccc(Cl)c(Cl)c2)sc(=O)n1Cc1ccc(S(=O)(=O)N(C)C)cc1 | . | -3.4 | 12 | 0 | -0.1 | 8 | . | -2 | 36 | -9 | -7
C[C@H](CO)N1C[C@H](C)[C@@H](CN(C)C(=O)Nc2ccc3c(c2)OCO3)Oc2ccc(NC(=O)Nc3ccc(C(F)(F)F)cc3)cc2C1=O | . | -1.2 | -7 | 1 | -0.6 | -55 | 1 | 3 | 7 | -1 | -11
O=C(Cn1c(C(F)(F)F)nc2ccccc21)c1ccc(Br)cc1 | 4 | -0.8 | 0 | 0 | 0.2 | -27 | 2 | -2 | 22 | 31 | -19
